Source: PubChem
HEK293 tox = cytotoxicity in counter-screen for GLP-1R inverse agonists | Potency, µM (highest dose often 38.3 µM), for inactives: at the highest dose activity change, negative = inhibition, most hits filed as inhibitors | HEK293 cAMP-luciferase reporter cells, luminescence, 24 h | AID 624418 | 0.13% of 410,000 active;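 note: loss of luciferase light is scored as toxicity; potency is the fitted concentration of half-maximal effect; % is set by controls: 0 for no effect and ±100 for the full control effect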
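To flag toxic compounds, the library was rerun on cells for 24 hr at 37 deg C and 5% CO2. Viability-linked luminescence was captured 12 min after adding luciferase detection reagent.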
IL-2 act = activators of IL-2. activation, % (series mostly up to about 46 µM). 0.065% of 360,000 active. AID 652025. IL-2 activation reporter assay, cell-based qHTS; stimulated with anti-CD3/CD4/CD28 beads; in transgenic mouse T cells; in the data active = activation above about 50%; inconclusive = mostly about 30% to 49%; note: 0% is about no effect
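Unstimulated transgenic mouse T cells preincubated 60 min with compound, then stimulated with anti-CD3/anti-CD4-coated beads plus anti-CD28 for 18 h at 37 degrees C. IL-2 response read as EGFP and DsRed fluorescence by plate cytometry.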
DRD3 antagonist = blocks the human D3 dopamine receptor | max response, negative = inhibition, % | D3R cells, DiscoveRx beta-arrestin luminescence, antagonist mode; hits give low values | AID 652054 | 2.5% of 360,000 active | P35462; in the data active = max response below about -50%; inconclusive = no clear call, values can overlap the other calls; note: % is set by controls: 0 for no effect and ±100 for the full control effect; mostly tested at two doses, the higher about 12 µM
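Cells expressing the human receptor were seeded at 1500 cells/well, incubated overnight at 37 degrees C in 5% CO2, then exposed to library compounds with dopamine controls for 90 minutes at 37 degrees C before luminescent detection.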
PLK1 PBD block = blocks phosphopeptide binding to human PLK1 polo-box domain | P53350 | Plk1 PBD binding of FITC phosphopeptide, fluorescence polarization | Potency, µM, for the others: max response, negative = inhibition, actives largely listed as inhibitors | 2.8% of 360,000 active | AID 720504; note: potency is the fitted concentration of half-maximal effect; series mostly up to about 57 µM; % is set by controls: 0 for no effect and ±100 for the full control effect; nearly all actives have a fitted effect of over 65% in size
WRN inhibitor = blocks human WRN helicase; AID 651768; 0.46% of 360,000 active; WRN helicase unwinding, fluorescent forked duplex, kinetic; Potency, µM (top dose mostly 114 µM), inactives show top-dose activity change, negative = inhibition, actives largely listed as inhibitors; Q14191; note: potency is the fitted concentration of half-maximal effect; % is set by controls: 0 for no effect and ±100 for the full control effect; nearly all actives have a fitted effect of over 55% in size
Target sequence (Q14191 whole entry, looked up): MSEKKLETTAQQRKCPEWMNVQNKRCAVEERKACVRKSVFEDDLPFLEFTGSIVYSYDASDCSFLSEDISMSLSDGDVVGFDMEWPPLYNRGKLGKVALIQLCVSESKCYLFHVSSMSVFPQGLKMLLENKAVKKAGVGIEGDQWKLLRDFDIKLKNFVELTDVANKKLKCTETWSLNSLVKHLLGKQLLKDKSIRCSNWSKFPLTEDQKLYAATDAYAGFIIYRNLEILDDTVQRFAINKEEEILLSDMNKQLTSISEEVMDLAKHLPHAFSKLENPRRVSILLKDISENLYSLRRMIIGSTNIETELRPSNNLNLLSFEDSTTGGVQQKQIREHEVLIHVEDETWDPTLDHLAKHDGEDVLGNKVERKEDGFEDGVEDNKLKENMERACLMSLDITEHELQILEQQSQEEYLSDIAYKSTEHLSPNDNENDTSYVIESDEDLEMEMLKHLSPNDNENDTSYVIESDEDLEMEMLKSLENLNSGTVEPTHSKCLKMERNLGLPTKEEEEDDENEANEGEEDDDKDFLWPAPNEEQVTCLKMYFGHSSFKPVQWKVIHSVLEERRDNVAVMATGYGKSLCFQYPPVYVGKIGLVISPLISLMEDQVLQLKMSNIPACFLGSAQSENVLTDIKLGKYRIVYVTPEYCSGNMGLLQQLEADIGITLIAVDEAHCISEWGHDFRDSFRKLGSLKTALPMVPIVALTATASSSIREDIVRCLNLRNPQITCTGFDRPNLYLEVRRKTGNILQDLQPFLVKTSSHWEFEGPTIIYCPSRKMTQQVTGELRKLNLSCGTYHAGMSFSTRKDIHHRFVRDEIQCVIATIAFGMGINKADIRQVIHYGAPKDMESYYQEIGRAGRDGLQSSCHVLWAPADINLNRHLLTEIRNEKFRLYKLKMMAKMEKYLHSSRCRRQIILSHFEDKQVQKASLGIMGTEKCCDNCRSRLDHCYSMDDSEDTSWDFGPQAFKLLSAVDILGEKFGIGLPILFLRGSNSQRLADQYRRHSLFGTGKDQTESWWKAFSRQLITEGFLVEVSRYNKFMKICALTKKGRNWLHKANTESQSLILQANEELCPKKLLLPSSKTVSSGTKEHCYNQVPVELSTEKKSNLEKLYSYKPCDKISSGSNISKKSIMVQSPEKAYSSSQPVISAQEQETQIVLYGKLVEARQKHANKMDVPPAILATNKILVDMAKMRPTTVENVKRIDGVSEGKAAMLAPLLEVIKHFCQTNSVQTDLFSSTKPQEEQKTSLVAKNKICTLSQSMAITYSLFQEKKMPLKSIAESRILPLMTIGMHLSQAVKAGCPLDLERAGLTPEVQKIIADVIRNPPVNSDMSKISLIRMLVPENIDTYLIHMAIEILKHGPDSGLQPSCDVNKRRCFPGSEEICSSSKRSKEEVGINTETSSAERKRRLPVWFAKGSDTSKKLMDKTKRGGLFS
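Fluorescence dequenching readout, ex 525 nm/em 598 nm, kinetic mode: forked duplex DNA (100 nM final) with adjacent fluorophore and quencher unwound by WRN (20 nM final) with 2 mM ATP. Compound preincubation 15 min, room temperature.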
GLP1R ag = activates the human GLP-1 receptor | P43220 | HEK293 GLP-1R CRE-luciferase, luminescence, 4-6 h; cells express a hypersensitive GLP-1R form | Potency, µM (series often up to 45.6 µM), for inactives: at the top dose activation, hits mostly activators | 0.007% of 380,000 active; note: potency is the fitted concentration of half-maximal effect; % of control where 0% means no effect
D3 ag = D3 dopamine receptor (human) agonism; AID 652048; max activation, %; 0.58% of 410,000 active; D3R DiscoveRx beta-arrestin cells, luminescence, 90 min; in the data active = max activation above about 30%; note: 0% is about no effect; mostly tested at two doses, the higher about 12 µM
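Cells at 1500/well, incubated overnight, then treated with pinned compounds (dopamine as control) for 90 min at 37 degrees C. DiscoveRx reagent added for 30 - 60 minutes at room temperature; luminescence read.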
PI5P4K alpha inh = PI5P4K alpha (human) kinase inhibition; PI5P4Kalpha enzyme, ADP-Glo luminescence, 60 min; hits give low values; max response, %; 1.2% of 330,000 active; P48426; active = max response of -50% or lower; inconclusive = between -30% and -50%; inactive = -30% or higher; note: value at the top dose of about 77 µM; % is set by controls: 0 for no effect and ±100 for the full control effect
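qHTS, 1536-well: enzyme/substrate mix, compound by pin tool, 5 microM ATP final; RT 60 min; ADP-Glo reagents 1 (45 min) then 2 (30 min); luminescence.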
GLP-1R inv ag = inverse agonists of human GLP-1 receptor; P43220; HEK293 GLP-1R CRE-luciferase, luminescence, 24 h; GLP-1R form is constitutively active; Potency, µM (top dose mostly 38.3 µM), for the others: at the top dose activity change, negative = inhibition, hits mostly inhibitors; 1.6% of 410,000 active; AID 624417; note: potency is the fitted concentration of half-maximal effect; % is set by controls: 0 for no effect and ±100 for the full control effect; nearly all actives have a fitted effect of over 55% in size
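Constitutively active GLP-1R drives a cAMP-responsive luciferase in stably transfected HEK293 cells; test compounds are added after overnight (12 h) attachment and left 24 hr, and signal loss in luminescence marks inhibition.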
* marks the source's active call; other numbers are inactive results; ? = inconclusive; / = no result given; [ ] = another dose, or the depositor's remark. Unless noted, calls come from the whole dose curve; as a rule, active = well fitted curve in the direction sought with a large enough effect; inconclusive = small, poorly fitted or top-dose-only effect, or another doubt; inactive = no such curve, though single readings can be large; an effect the other way counts as inactive or inconclusive.

SMILES | HEK293 tox | IL-2 act | DRD3 antagonist | PLK1 PBD block | WRN inhibitor | GLP1R ag | D3 ag | PI5P4K alpha inh | GLP-1R inv ag
CCOC(=O)C(=O)N(C)c1c(CC)nc2c(OCc3ccc(Cl)cc3)cccn12 | 5% | 0.0 | 0 | -13% | -5% | 2% | -7 | 1 | -2%
O=C1CCC(=O)N(O)CCCCCNC(=O)CCC(=O)N(O)CCCCNC(=O)CCC(=O)N(O)CCCCCN1 | 0% | 0.7 | 16 | 2% | -8% | 9% | 17 | 5 | 13%
Cc1cc2c(NC3CCCCC3)ncnc2s1 | 10% | -0.9 | 1 | -14% | 2% | -1% | 8 | -8 | ?
Cc1nn(-c2ccccc2)c(C)c1C(=O)NCc1cccs1 | -16% | -0.5 | 9 | -2% | 2% | 9% | 2 | 4 | 13%
CC1CCCC(NC(=O)CCNC(=O)c2ccc(Cl)cc2)C1C (stereo unspecified) | 18% | -4.7 | -27 | -4% | -3% | -1% | -16 | 5 | ?
CCOc1ncccc1C(=O)OCC(=O)Nc1ccc(C(N)=O)cc1 | -21% | -0.6 | 7 | -6% | -3% | 3% | 0 | 7 | 12%
COc1ccc(CNC(=O)[C@@H]2CC=C[C@@H]3CCN(C4CC4)C(=O)[C@@H]32)cc1 | 6% | 0.1 | -6 | 3% | 2% | 2% | -6 | 1 | 24%
O=C(c1ccc2c(c1)OCO2)N1CCN(c2ccc(Cl)cc2)CC1 | -8% | -0.7 | 12 | -2% | -15% | -5% | 5 | / | 0%
CCOC(=O)c1sc(NS(=O)(=O)c2ccccc2)nc1C | 8% | -2.8 | -60* | -8% | -8%[57.1 µM] | 4% | -15 | / | 0%
O=C(Nc1ccccc1C(=O)NCCCN1CCOCC1)c1ccc(F)cc1 | -5% | 0.4 | 3 | -6% | 5% | 3% | 0 | 2 | 3%
CC1(C)N(O)CC(c2cccs2)=[N+]1[O-] | -5% | 0.0 | 7 | -6% | 4% | -12% | 6 | / | -7%
CSC1=NC2(CCCCC2)CC12C=CC(=O)C=C2 | 2% | 1.2 | 6 | -1% | 7% | 2% | 5 | 2 | 12%
O=C1CCC[C@@H]2C[C@@]3(C[C@@H]4CCN1[C@H]24)Nc1cc(Cl)c(Cl)cc1NC3=NCc1ccccc1 | -28% | -0.3 | ? | 0% | -2% | 1% | -26 | -8 | 10µM*
NC(=O)C1CCN(CC(O)COCc2ccccc2Cl)CC1 (stereo unspecified) | -2% | 1.2 | -5 | -17% | -6% | -7% | 8 | 1 | -27%
Cc1ccc(C(=O)NCCc2ccc(F)cc2)s1 | -4%[0.307 µM] | -0.3 | -8 | -16% | -3% | -7% | -10 | -10 | -3%[0.307 µM]
O=C(NC1CCCCCC1)C1CCC(CNS(=O)(=O)c2ccc(Br)s2)CC1 (stereo unspecified) | 6% | -2.0 | -6 | 3% | 6% | 1% | 23 | 3 | 6%
Cc1ccc(C)n1CCN1CCN(S(=O)(=O)c2ccc(F)cc2F)CC1 | -5% | 0.7 | 10 | 1% | 3% | 0% | -4 | 1 | 22%
CCCCn1c(SCC(N)=O)nc2c(sc3ccccc32)c1=O | -16% | -2.1 | -28 | 4% | -6% | 2% | 0 | 2 | -1%
CCCn1c(CN2CCN(C(=O)c3ccco3)CC2)nc2cc(S(=O)(=O)N(C)C)ccc21 | 3% | -0.7 | -21 | -25% | -3% | -1% | -4 | 1 | 1%
COC(CNC(=O)C1CC(=O)N(CCc2ccc(C)cc2)C1)OC (stereo unspecified) | 5% | 0.8 | 15 | 3% | -6% | 10% | 0 | 8 | 13%
COc1ccc(OC)c(NC(=O)c2cccnc2)c1 | -9% | -2.3 | 26 | -2% | 1% | -5% | 9 | 2 | -1%
O=C(CN1C(=O)NC2(CCCCC2)C1=O)Nc1ccc(N2CCCCC2)cc1 | -9% | 0.4 | 1 | 4% | -8% | 2% | -1 | -2 | -43%
CC1CCCCC1NC(=O)C1CCN(S(=O)(=O)c2ccc(-n3cnnn3)cc2)CC1 (stereo unspecified) | 3% | -1.7 | -9 | -8% | -1% | -8% | -3 | / | 0%
COc1ccc(CNC(=O)c2cnc(C)cn2)c(OC)c1 | -19% | 0.0 | -27 | -1% | 2% | 1% | -8 | / | 0%
Cc1ccc(-c2cc(N)n(Cc3ccc(Cl)cc3)n2)cc1 | -16% | 7.9 | 7 | 5% | -13% | 0% | 4 | 9 | 11µM*
Next section:
SMILES | HEK293 tox | IL-2 act | DRD3 antagonist | PLK1 PBD block | WRN inhibitor | GLP1R ag | D3 ag | PI5P4K alpha inh | GLP-1R inv ag
CC(=O)N1c2ccccc2C(C)CC12CCCCC2 (stereo unspecified) | -13% | -1.2 | 0 | -4% | 7% | -2% | -1 | -2 | ?
Cc1ccc(NC(=O)C2SC(=Nc3ccccc3)C(C(=O)Nc3ccc(Cl)cc3)=C2N)cc1 (stereo unspecified) | -6% | -1.3 | 4 | -2% | -7% | 0% | -2 | 3 | ?
CC(C)(C)C(=O)C1=C(O)C(=O)N(Cc2ccccc2)C1c1ccccc1F (stereo unspecified) | 17% | 2.5 | -9 | -11% | -23% | -26% | -8 | 6 | 9%
Cc1cc(=O)oc2cc(OCC(=O)NC3CCCC3)ccc12 | -2% | 1.2 | 3 | 4% | 5% | -2% | 10 | -2 | 12%
N#C/C(=C\c1cccc(Br)c1)C(=O)N1CCCCC1 | -17% | -0.8 | -23 | ? | -5% | -6% | -7 | -1 | ?
COc1ccc(S(=O)(=O)Nc2cc3c4c(c2)CCN4C(=O)CC3)cc1C | -1% | 0.3 | -10 | 6% | -1% | 19% | 5 | -6 | 42%[activator]
COc1ccc(CNC(=O)NCCc2c[nH]c3ccccc23)cc1 | -4% | 1.0 | -2 | -7% | -8%[57.1 µM] | -5% | 25 | 0 | ?
CC1(C(=O)Nc2cccc3cccnc23)CCN1Cc1csc2ccccc12 (stereo unspecified) | 2% | -1.0 | 0 | 1% | -9% | 20% | -13 | 8 | ?
Cc1nsc(N)c1C(=O)O | 2% | 0.4 | -22 | -10% | -2% | 1% | -6 | -10 | 2%
Cc1nc([N+](=O)[O-])cn1CC(=O)Nc1ccc(Cl)cc1 | -8% | -1.8 | -19 | -2% | 10% | -10% | -2 | 0 | -2%
CCOCCCNC(=O)C1CCN(S(=O)(=O)N2CCCC2)CC1 | 1% | -0.1 | 1 | -12% | -7% | -5% | -2 | -6 | -8%
CCOC(=O)Cc1cnc(NC(=O)CSc2nc3ncnc(N)c3[nH]2)s1 | 7% | -0.2 | 6 | -3% | -2% | 7% | 4 | -6 | 1%
COc1ccc(N2CCN(C(CNC(=O)C3CCCCC3)c3cccnc3)CC2)cc1 (stereo unspecified) | 11% | -0.6 | -23 | -8% | 8% | 10% | 3 | 6 | -7%
CCCC(C)NC(=O)C1CCN(C(=O)C2CC(=O)N(c3ccc(C)cc3)C2)CC1 (stereo unspecified) | -14% | 0.9 | -5 | -5% | 14% | 5% | -14 | -8 | 0%
CC(=O)/C(C(=N)N1CCN(c2cccc(Cl)c2)CC1)=C(\C)O | 4% | -1.3 | 0 | -4% | -3% | -1% | -22 | / | 10%
Nc1ccccc1N1C(=O)c2cccc3cccc(c23)C1=O | 118%[activator] | 1.1 | 54 | 1% | 5% | 4% | -4 | 0 | 6%
O=C(COC(=O)c1cnccn1)Nc1ncc(C(F)(F)F)cc1Cl | 8% | 0.1 | -12 | -29% | -20% | -2% | 0 | -25 | 9%
CC(C)(C)c1ccc(S(=O)(=O)NC(=O)C2(C)CCN2C(=O)c2cccc3ccccc23)cc1 (stereo unspecified) | -14% | -0.2 | 0 | -10% | 10%[57.1 µM] | 1% | 8 | 2 | -7%
Cc1c(Br)c([N+](=O)[O-])nn1CC(=O)N1CCN(Cc2ccccc2)CC1 | -2% | 11 | 1 | -17% | -3% | 4% | -9 | 1 | 0%
NS(=O)(=O)c1ccc(S(=O)(=O)NCCc2ccccc2)cc1 | 5% | -0.7 | 14 | -16% | 5% | -5% | 1 | / | 6%
COC(=O)C1=CN(c2cccc(OCc3ccccc3)c2)C(N)=C(C#N)C1c1ccccc1 (stereo unspecified) | -10% | -0.4 | -18 | 4% | -8% | / | 4 | 0 | ?
O=C(COc1ccc(Cl)cc1)NCc1nnc2c3ccccc3c(-c3ccccc3)nn12 | -9% | 0.3 | 11 | 5% | -7% | 18% | 1 | -7 | 5%
Cn1c(=O)[nH]c(=O)c2c1nc(NCCc1ccccc1)n2CC(O)COc1ccccc1 (stereo unspecified) | -4% | 1.3 | 1 | 3% | -16% | 3% | -4 | 0 | -18%
CCn1c(C)nc2cc(C(=O)OC)ccc21 | 7% | -0.5 | -5 | -13% | -6% | 4% | 4 | 3 | 3%
COCCn1c(C)cc(C(=O)Cn2nc(C(=O)O)c3ccccc3c2=O)c1C | -13% | -0.8 | 20 | 0% | -2% | 15% | 2 | -3 | 2%
Continuation:
SMILES | HEK293 tox | IL-2 act | DRD3 antagonist | PLK1 PBD block | WRN inhibitor | GLP1R ag | D3 ag | PI5P4K alpha inh | GLP-1R inv ag
CCCC(C(=O)NNC(=O)c1ccncc1)c1ccccc1 (stereo unspecified) | 1% | -0.4 | 12 | -5% | 9% | 6% | 4 | -3 | -17%
CC(NC(=O)c1nn(C)c(=O)c2ccccc12)c1ccccc1 (stereo unspecified) | 6% | -3.0 | 3 | -1% | 10% | 9% | 3 | / | 54%[activator]
CN1CCN(CC(=O)NC2CCCCC2)CC1 | -11% | 1.8 | 16 | -6% | 15% | -9% | -6 | / | 0%
Cc1cc(C(F)(F)F)nc(NNc2nc(C)cc(C(F)(F)F)n2)n1 | -2% | 2.5 | 20 | -19% | -1% | 8% | 2 | 15 | 1%
Cn1c(SCC(=O)Nc2ccc(Br)cn2)nnc1C1CC1 | 7% | -3.2 | 3 | -15% | -1% | -1% | 0 | -22 | ?
O=C(Nc1cc2c3c(c1)C1CCCC1CN3CC1CCCC21)c1ccc([N+](=O)[O-])cc1 (stereo unspecified) | -16% | 3.1 | -9 | -8% | 3% | -32%[inhibitor] | 0 | 5 | ?
CC1(C)CC(=O)c2sc(NS(=O)(=O)c3cc(Cl)ccc3Cl)nc2C1 | -7% | -0.7 | -4 | -22% | -6% | 0% | 4 | 2 | -6%
